Compound activity from PubChem BioAssay.
TCR-CD3 inh: human TCR-CD3 binding inhibition. TAMRA-labeled TCR probe fluorescence, biochemical. inhibition, % at 9.4 µM. actives 0.37% (n = 360,000). AID 651800; in the data active = inhibition above about 19%;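 also: recombinant mutant TCR 2C K166C tagged with TAMRA read by polarization; 0% = receptor in buffer alone and 100% = receptor with positive control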
HTRA1 inh: inhibitors of human serine peptidase HTRA1; recombinant HTRA1, FP-rhodamine activity-based probe, fluorescence polarization; inhibition, % at 5.96 µM; actives 0.5% (n = 340,000); AID 504803; in the data active = inhibition above about 36%;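 also: 0% = enzyme with DMSO and 100% = wells lacking enzyme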
GC-B act: GC-B (human) receptor activation. P20594. HEK293-GC-B cells, CNP EC30, cGMP TR-FRET; 0% at EC30 CNP, 100% saturating CNP. activation, % at 10 µM. actives 0.11% (n = 370,000). AID 1920062;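 active = activation at 10 µM reaching about 35% in either raw or pattern-adjusted values, limit read from the data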
GC-A act: GC-A (human) enzyme activation; HEK293 GC-A cells, cGMP TR-FRET, EC30 ANP; 0% at EC30 ANP, 100% saturating ANP; activation, % at 10 µM; actives 0.14% (n = 370,000); AID 1671463; in the data active = activation above about 40%
UHRF1 binding: human UHRF1 methylated DNA binding inhibitors; inhibition, % at 4.4 µM; actives 0.75% (n = 370,000); Q96T88; UHRF1 binding to methylated oligo, TR-FRET; in the data active = inhibition above about 21%;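 also: UHRF1 SRA domain binding a hemimethylated CpG hairpin DNA probe; 0% = median of test compound wells and 100% = reference inhibitor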
Target sequence (Q96T88 whole entry, looked up, the tested form may be a part): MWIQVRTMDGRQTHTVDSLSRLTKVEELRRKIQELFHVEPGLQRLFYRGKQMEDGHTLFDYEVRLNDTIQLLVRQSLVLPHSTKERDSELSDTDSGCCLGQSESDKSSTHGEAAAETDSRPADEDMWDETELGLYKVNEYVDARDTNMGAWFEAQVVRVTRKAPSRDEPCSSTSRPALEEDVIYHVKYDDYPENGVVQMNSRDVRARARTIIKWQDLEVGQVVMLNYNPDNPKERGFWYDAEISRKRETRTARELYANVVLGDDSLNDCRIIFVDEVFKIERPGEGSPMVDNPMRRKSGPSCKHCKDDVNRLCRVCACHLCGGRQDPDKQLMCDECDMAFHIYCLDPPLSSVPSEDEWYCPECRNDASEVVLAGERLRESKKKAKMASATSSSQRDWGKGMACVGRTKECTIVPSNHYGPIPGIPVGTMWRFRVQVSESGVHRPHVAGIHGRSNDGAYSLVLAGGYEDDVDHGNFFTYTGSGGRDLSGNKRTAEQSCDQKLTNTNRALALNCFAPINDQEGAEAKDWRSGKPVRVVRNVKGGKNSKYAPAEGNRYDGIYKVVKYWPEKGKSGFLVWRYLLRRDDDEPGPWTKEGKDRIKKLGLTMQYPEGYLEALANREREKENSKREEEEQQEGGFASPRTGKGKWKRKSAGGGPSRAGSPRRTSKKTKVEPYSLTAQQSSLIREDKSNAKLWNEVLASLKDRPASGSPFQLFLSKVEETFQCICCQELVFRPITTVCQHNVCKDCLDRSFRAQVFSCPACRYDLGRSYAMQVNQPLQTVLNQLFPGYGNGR
mABHD4 FP: ABHD4 (mouse) inhibition, primary FP screen; inhibition, % at 8.92 µM; Q8VD66; purified mABHD4, FP-Rh probe fluorescence polarization; actives 0.54% (n = 370,000); AID 720543;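 active = inhibition exceeding the mean over every tested compound plus 3 SD, cut at about 30% in these data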;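 also: 0% = plate median of compound wells and 100% = S159A mutant with DMSO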
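Test system: mABHD4 protein; Read-out basis: % inhibition; Incubation: 45 min + 60 min at 25 °C; Repeats: single replicate; Technique: fluorescence polarization with parallel and perpendicular emission, 525/598 nm; Compound: 8.92 µM, single dose; Benchmarks: full inhibition S159A mutant plus DMSO, zero as sample-well median.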
SIAE primary: inhibitors of human sialic acid acetylesterase SIAE; Q9HAT2; SIAE FP-Rh probe binding, fluorescence polarization; inhibition, % at 9.66 µM; actives 0.69% (n = 370,000); AID 1053197;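 active = inhibition above a cutoff: mean of compounds within the control limits plus 3 SD of those, cut at about 17% in these data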;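 also: 0% = plate median of compound wells and 100% = probe without SIAE protein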
MBD2 inh: blocks human MBD2 binding to methylated DNA | TR-FRET, MBD2 binding to methylated oligonucleotide | inhibition, % at 4.4 µM | actives 0.31% (n = 370,000); in the data active = inhibition above about 13%
rCAG RNA binder: r(CAG) repeat RNA binding; TO-PRO-1 dye displacement fluorescence; inhibition, % at 3 µM; actives 1.3% (n = 370,000);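 active = inhibition above the plate cutoff, the mean of all test compounds on that plate plus 3 SD, cut at about 35% in these data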;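 also: 0% = DMSO alone and 100% = 100 µM mitoxantrone as full dye displacement; higher means more dye released from RNA so lower well fluorescence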
PRMT1 inh: blocks human protein arginine methyltransferase 1; Q99873; recombinant PRMT1, activity-based probe fluorescence polarization; inhibition, % at 2.79 µM; actives 1.3% (n = 370,000); AID 652257;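 active = inhibition above about 21% made by adding two undisclosed values, limit read from the data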
* hit, by the source's call. Only part of the results is shown, so the mix of outcomes need not match the whole.

For N#CC(Sc1ccccn1)c1ccc(Cl)cc1Cl (stereo not given) the results were TCR-CD3 inh -7, HTRA1 inh -4, GC-B act -1, GC-A act 2, UHRF1 binding 5, mABHD4 FP -7, SIAE primary 7, MBD2 inh 0, rCAG RNA binder 0 and PRMT1 inh 1.
Screening Cc1ccc(CN(Cc2ccco2)C(=O)c2ccco2)cc1 returned TCR-CD3 inh 0, HTRA1 inh -7, GC-B act -4, GC-A act -3, UHRF1 binding 4, mABHD4 FP 3, SIAE primary 2, MBD2 inh 6, rCAG RNA binder -8 and PRMT1 inh 1.
For C[C@@H]1CN([C@@H](C)CO)C(=O)CCCn2nncc2CO[C@H]1CN(C)C(=O)Nc1ccnc(N2CCOCC2)c1 the results were TCR-CD3 inh 7, HTRA1 inh -1, GC-B act 3, GC-A act 0, UHRF1 binding 2, mABHD4 FP -1, SIAE primary -2, MBD2 inh 0, rCAG RNA binder 2 and PRMT1 inh -2.
For COc1ccc(Nc2nccc3c2nnn3C)cc1 the results were TCR-CD3 inh 4, HTRA1 inh 5, GC-B act -5, GC-A act -3, UHRF1 binding -3, mABHD4 FP 3, SIAE primary -3, MBD2 inh 1, rCAG RNA binder 3 and PRMT1 inh 2.
For CC1CCN(c2c(NCC3CCC(C(=O)NCCc4ccc(Cl)cc4)CC3)c(=O)c2=O)CC1 (stereo not given) the results were TCR-CD3 inh 1, HTRA1 inh 10, GC-B act -2, GC-A act -1, UHRF1 binding -1, mABHD4 FP 3, SIAE primary 17, MBD2 inh -1, rCAG RNA binder -5 and PRMT1 inh 0.
`CNC(=O)c1cc2c(-c3ccccc3)nn(C)c2s1` gave TCR-CD3 inh 8, HTRA1 inh -4, GC-B act 1, GC-A act -5, UHRF1 binding -2, mABHD4 FP 2, SIAE primary 7, MBD2 inh 0, rCAG RNA binder 1 and PRMT1 inh -3.
`OCc1ccnc2oc3ccccc3c12` gave TCR-CD3 inh 1, HTRA1 inh 2, GC-B act 3, GC-A act 1, UHRF1 binding -1, mABHD4 FP -4, SIAE primary -10, MBD2 inh 1, rCAG RNA binder 1 and PRMT1 inh 3.
O=C(NC1CC1)c1cccc(NC(=O)c2cnn(-c3ccccc3)n2)c1 was read as TCR-CD3 inh -4, HTRA1 inh -6, GC-B act -1, GC-A act 0, UHRF1 binding -2, mABHD4 FP -9, SIAE primary 2, MBD2 inh -3, rCAG RNA binder 1 and PRMT1 inh 0.
Cc1cc(OC(C)C(=O)NCc2cccnc2)c2c(C)cc(=O)oc2c1 (stereo not given) was read as TCR-CD3 inh 9, HTRA1 inh 3, GC-B act 1, GC-A act -2, UHRF1 binding -1, mABHD4 FP 3, SIAE primary 3, MBD2 inh -6, rCAG RNA binder -3 and PRMT1 inh 1.
`O=C(OCc1cn([C@H]2CN(Cc3cccs3)[C@@H](c3ccc(Cl)cc3)C[C@@H]2O)nn1)c1ccccc1` gave TCR-CD3 inh 0, HTRA1 inh -13, GC-B act -3, GC-A act 0, UHRF1 binding 0, mABHD4 FP -9, SIAE primary 16, MBD2 inh -7, rCAG RNA binder 3 and PRMT1 inh 0.
O=C(COC(=O)CNC(=O)C1CCCCC1)Nc1cc(C(F)(F)F)ccc1Cl was read as TCR-CD3 inh -5, HTRA1 inh 2, GC-B act 5, GC-A act 3, UHRF1 binding 0, mABHD4 FP 0, SIAE primary -3, MBD2 inh -2, rCAG RNA binder 1 and PRMT1 inh 0.
`Cc1oc(-c2ccc(Cl)cc2)nc1CS(=O)CC(=O)NC1CCCC1` (stereo not given) gave TCR-CD3 inh -1, HTRA1 inh -7, GC-B act 0, GC-A act 9, UHRF1 binding 0, mABHD4 FP -9, SIAE primary 6, MBD2 inh -3, rCAG RNA binder -1 and PRMT1 inh 6.

Five entries from above, sorted by heavy-atom count, low to high.
`OCc1ccnc2oc3ccccc3c12` gave TCR-CD3 inh 1, HTRA1 inh 2, GC-B act 3, GC-A act 1, UHRF1 binding -1, mABHD4 FP -4, SIAE primary -10, MBD2 inh 1, rCAG RNA binder 1 and PRMT1 inh 3.
For N#CC(Sc1ccccn1)c1ccc(Cl)cc1Cl (stereo not given) the results were TCR-CD3 inh -7, HTRA1 inh -4, GC-B act -1, GC-A act 2, UHRF1 binding 5, mABHD4 FP -7, SIAE primary 7, MBD2 inh 0, rCAG RNA binder 0 and PRMT1 inh 1.
`CNC(=O)c1cc2c(-c3ccccc3)nn(C)c2s1` gave TCR-CD3 inh 8, HTRA1 inh -4, GC-B act 1, GC-A act -5, UHRF1 binding -2, mABHD4 FP 2, SIAE primary 7, MBD2 inh 0, rCAG RNA binder 1 and PRMT1 inh -3.
Cc1cc(OC(C)C(=O)NCc2cccnc2)c2c(C)cc(=O)oc2c1 (stereo not given) was read as TCR-CD3 inh 9, HTRA1 inh 3, GC-B act 1, GC-A act -2, UHRF1 binding -1, mABHD4 FP 3, SIAE primary 3, MBD2 inh -6, rCAG RNA binder -3 and PRMT1 inh 1.
`O=C(OCc1cn([C@H]2CN(Cc3cccs3)[C@@H](c3ccc(Cl)cc3)C[C@@H]2O)nn1)c1ccccc1` gave TCR-CD3 inh 0, HTRA1 inh -13, GC-B act -3, GC-A act 0, UHRF1 binding 0, mABHD4 FP -9, SIAE primary 16, MBD2 inh -7, rCAG RNA binder 3 and PRMT1 inh 0.

Following part.
Screening Cc1ccc(NC(=S)N(Cc2ccco2)C(C)c2cccs2)c(Cl)c1 (stereo not given) returned TCR-CD3 inh 4, HTRA1 inh -26, GC-B act -8, GC-A act -5, UHRF1 binding 4, mABHD4 FP 0, SIAE primary 0, MBD2 inh 0, rCAG RNA binder 7 and PRMT1 inh 4.
O=C(CN1CCN(S(=O)(=O)c2ccc3c(c2)OCCO3)CC1)Nc1ccccc1Br was read as TCR-CD3 inh 5, HTRA1 inh -1, GC-B act 0, GC-A act -3, UHRF1 binding 0, mABHD4 FP 5, SIAE primary 6, MBD2 inh 0, rCAG RNA binder 5 and PRMT1 inh -2.
`CCOc1ccccc1C(O)C1=CC(=O)c2ccccc2C1=O` (stereo not given) gave TCR-CD3 inh 13, HTRA1 inh 17, GC-B act 1, GC-A act -11, UHRF1 binding 6, mABHD4 FP 43*, SIAE primary 15, MBD2 inh 5, rCAG RNA binder 38* and PRMT1 inh 6.
For O=C(COCCOCC(=O)N(c1ccccn1)C1CCCCC1)N(c1ccccn1)C1CCCCC1 the results were TCR-CD3 inh -1, HTRA1 inh 2, GC-B act 7, GC-A act -1, UHRF1 binding 6, mABHD4 FP -7, SIAE primary 1, MBD2 inh -2, rCAG RNA binder 1 and PRMT1 inh 4.
Cc1ccc(-c2csc(N3CCN(c4cc5c(cc4Cl)nc(C(C)N)n5CCCO)CC3)n2)cc1 (stereo not given) was read as TCR-CD3 inh -9, HTRA1 inh -2, GC-B act 4, GC-A act -2, UHRF1 binding 2, mABHD4 FP 23, SIAE primary 3, MBD2 inh -1, rCAG RNA binder 7 and PRMT1 inh 0.
For O=S1(=O)c2c(cccc2N2CCSCC2)Oc2ccccc2CN1Cc1cn(Cc2cccc(F)c2)nn1 the results were GC-B act 0, GC-A act -1, UHRF1 binding 4, mABHD4 FP 1, SIAE primary -10, MBD2 inh 0, rCAG RNA binder 4 and PRMT1 inh 4.
Screening Cc1cccc(-c2ccc3ncnc(NCc4cccnc4)c3c2)c1 returned TCR-CD3 inh 7, HTRA1 inh -25, GC-B act -6, GC-A act -6, UHRF1 binding 19, mABHD4 FP 1, SIAE primary -13, MBD2 inh 4, rCAG RNA binder 0 and PRMT1 inh -1.
Cc1ccc(NCc2nnc(SCC(N)=O)o2)c(C)c1 was read as TCR-CD3 inh 5, HTRA1 inh 0, GC-B act 4, GC-A act 0, UHRF1 binding -1, mABHD4 FP -1, SIAE primary 11, MBD2 inh 0, rCAG RNA binder 1 and PRMT1 inh 0.
For O=C(NC(Cc1ccccc1)c1ccc2c(c1)OCCCO2)c1ccccc1F (stereo not given) the results were TCR-CD3 inh -4, HTRA1 inh -16, GC-B act -2, GC-A act -2, UHRF1 binding 1, mABHD4 FP -10, SIAE primary -3, MBD2 inh -4, rCAG RNA binder 0 and PRMT1 inh -1.
Screening O=C(Nc1ccc(OC(=O)c2ccncc2)cc1)c1ccncc1 returned TCR-CD3 inh -2, HTRA1 inh -1, GC-B act -1, GC-A act 0, UHRF1 binding 0, mABHD4 FP 6, SIAE primary 1, MBD2 inh 1, rCAG RNA binder -2 and PRMT1 inh 0.
For COc1ccc(-c2cc3c(=O)n(CC(=O)Nc4ccc(Cl)cc4)ncn3n2)cc1 the results were TCR-CD3 inh 11, HTRA1 inh 2, GC-B act 4, GC-A act 4, UHRF1 binding 0, mABHD4 FP 4, SIAE primary -3, MBD2 inh -1, rCAG RNA binder 2 and PRMT1 inh 1.
For CCNc1c(NC(=O)COc2ccc(Cl)cc2)c(=O)oc2ccccc12 the results were TCR-CD3 inh 8, HTRA1 inh 3, GC-B act -8, GC-A act 2, UHRF1 binding 13, mABHD4 FP 2, SIAE primary -6, MBD2 inh 4, rCAG RNA binder 0 and PRMT1 inh 8.
For Cc1nn(CC(=O)N2CCN(c3ccc(Cl)cc3)CC2)c(=O)c2cccn12 the results were TCR-CD3 inh 10, HTRA1 inh 1, GC-B act 3, GC-A act 0, UHRF1 binding -1, mABHD4 FP -2, SIAE primary 4, MBD2 inh -4, rCAG RNA binder 1 and PRMT1 inh -2.
`Cc1cc(=O)[nH]c(N/N=C/c2ccc(F)cc2)n1` gave TCR-CD3 inh 1, HTRA1 inh 10, GC-B act 2, GC-A act 1, UHRF1 binding 0, mABHD4 FP 4, SIAE primary -2, MBD2 inh 2, rCAG RNA binder 0 and PRMT1 inh 9.
`CC1(C)CC(=S)Nc2ccccc2S1` gave TCR-CD3 inh 0, HTRA1 inh 1, GC-B act 5, GC-A act 4, UHRF1 binding 0, mABHD4 FP -2, SIAE primary -2, MBD2 inh -3, rCAG RNA binder 1 and PRMT1 inh -4.
Screening O=C(NCCN1CCOCC1)C1CCC(=O)N1C1CCCCC1 (stereo not given) returned TCR-CD3 inh 0, HTRA1 inh 3, GC-B act 3, GC-A act 7, UHRF1 binding -6, mABHD4 FP 4, SIAE primary -3, MBD2 inh 0, rCAG RNA binder -2 and PRMT1 inh 1.
For COc1ccc(NC(=O)COC(=O)c2ccc(OCc3ccccc3Cl)c(OC)c2)c(OC)c1 the results were TCR-CD3 inh -6, HTRA1 inh 4, GC-B act 7, GC-A act 8, UHRF1 binding 5, mABHD4 FP -3, SIAE primary 2, MBD2 inh -1, rCAG RNA binder -1 and PRMT1 inh 1.
`CC(NC(=O)c1ccccc1NC(=O)c1ccco1)c1ccccc1` (stereo not given) gave TCR-CD3 inh -1, HTRA1 inh -2, GC-B act -2, GC-A act -2, UHRF1 binding 1, mABHD4 FP 5, SIAE primary 4, MBD2 inh 1, rCAG RNA binder -3 and PRMT1 inh -3.
For COCCNc1nc2nonc2nc1N1C[C@H]2CC[C@H]1C2 the results were TCR-CD3 inh -1, HTRA1 inh 1, GC-B act -3, GC-A act 4, UHRF1 binding 3, mABHD4 FP -5, SIAE primary -4, MBD2 inh 1, rCAG RNA binder -2 and PRMT1 inh -3.
COC(=O)c1cc(C)sc1NC(=O)c1cccnc1 was read as TCR-CD3 inh -2, HTRA1 inh 4, GC-B act -2, GC-A act 0, UHRF1 binding 4, mABHD4 FP -6, SIAE primary 1, MBD2 inh 4, rCAG RNA binder 3 and PRMT1 inh 0.
